Neddyl block = cullin neddylation inhibition | TR-FRET cullin neddylation, biochemical | P61081+Q13564 | calls only at 25 µM | actives 0.58% (n = 360,000) | AID 651699; in the data active = inhibition above about 36%
Rin1-Abl PPI inh = inhibitors of human Rin1-Abl protein interaction; P00519+Q13671; TR-FRET Rin1/Abl binding, biochemical; inhibition, % at 7.35 µM; actives 0.4% (n = 360,000); AID 588664; in the data active = inhibition above about 5%, passing the limit was not always enough
MsrA inh = bovine MsrA inhibition | AID 651718 | purified bovine MsrA, absorbance read-out | actives 0.75% (n = 360,000) | inhibition, % at 15.5 µM; in the data active = inhibition above about 4.5%;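 also: 0% = vehicle wells with enzyme and 100% = reference inhibitor wells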
CSN inh = inhibitors of human CSN-mediated cullin deneddylation; Purified CSN, SCF-Nedd8-OG deneddylation, fluorescence polarization; AID 651999; Q92905; inhibition, % at 12.5 µM; actives 0.38% (n = 360,000);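 active = pattern-corrected inhibition above about 35%, with an unprinted fluorescence ratio check between 0.5 and 1.5, limit read from the data, passing the limit was not always enough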;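 also: 0% = enzyme with substrate and 100% = substrate without enzyme; some results filed as inactive read as strong as hits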
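assay system = purified human Csn5 enzyme expressed in HEK293T cells | amount = 0.24 nM enzyme | buffer or medium = Tris/NaCl/DTT buffer, pH 7.5 | reagent = 10 nM SCFSkp2-Nedd8OG | compound = one concentration, 12.5 µM, 0.25% DMSO | times = 90 min reaction at room temperature | signal = FP | read-out basis = % inhibition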
PABP1 MLLE inh = blocks PAM2 peptide binding to the PABP1 MLLE domain | inhibition, % at 20 µM | actives 0.36% (n = 360,000) | GST-MLLE / FITC-PAM2 fluorescence polarization; in the data active = inhibition above about 35%, passing the limit was not always enough;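 also: plate controls were DMSO wells with GST-MLLE for no effect and wells lacking GST-MLLE protein for full effect; some results filed as inactive read as strong as hits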
TbMetRS inhib = Trypanosoma brucei MetRS inhibition; inhibition, % at 11.9 µM; purified T. brucei MetRS, ATP depletion, Kinase-Glo luminescence; actives 0.4% (n = 360,000);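 active = inhibition above a per-plate cutoff of the control wells' mean inhibition plus 3 SD, cut at about 5.5% in these data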;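 also: 0% = DMSO wells median and 100% = median of wells with control inhibitor compound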
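assay system = parasite MetRS enzyme | timing = 15 min preincubation, 2 h reaction, all 25 °C | evaluation = percent inhibition relative to median high and low control wells | medium = HEPES buffer containing pyrophosphatase, BSA, spermine, DTT | compound = single dose, 11.9 µM final nominal, 0.9% final DMSO | detection = Kinase-Glo luminescence, ATP depletion format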
bovine MsrA act = activates bovine MsrA enzyme; purified bovine MsrA, absorbance read-out; actives 0.3% (n = 360,000); activation, % at 10.6 µM; in the data active = activation above about 7.5%;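 also: 0% = vehicle and 100% = reference activator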
E coli Lon inh = inhibitors of E. coli Lon protease | P0A9M0 | purified E. coli Lon protease, fluorescence polarization | inhibition, % at 7.94 µM | actives 0.42% (n = 360,000) | AID 602123; in the data active = inhibition above about 13%, passing the limit was not always enough;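 also: 0% = enzyme with probe and DMSO and 100% = no enzyme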
FAS TE block = blocks the thioesterase domain of human fatty acid synthase; inhibition, % at 15 µM; actives 0.67% (n = 360,000); recombinant FAS-TE, OMFH fluorogenic substrate, fluorescence endpoint; AID 602261; P49327;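 active = compounds whose normalised, plate-corrected inhibition of enzyme fluorescence in the single-dose primary screen is 50% or more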;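 also: 0% = DMSO with enzyme and 100% = substrate without enzyme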
Target sequence (P49327 whole entry, looked up, the tested form may be a part): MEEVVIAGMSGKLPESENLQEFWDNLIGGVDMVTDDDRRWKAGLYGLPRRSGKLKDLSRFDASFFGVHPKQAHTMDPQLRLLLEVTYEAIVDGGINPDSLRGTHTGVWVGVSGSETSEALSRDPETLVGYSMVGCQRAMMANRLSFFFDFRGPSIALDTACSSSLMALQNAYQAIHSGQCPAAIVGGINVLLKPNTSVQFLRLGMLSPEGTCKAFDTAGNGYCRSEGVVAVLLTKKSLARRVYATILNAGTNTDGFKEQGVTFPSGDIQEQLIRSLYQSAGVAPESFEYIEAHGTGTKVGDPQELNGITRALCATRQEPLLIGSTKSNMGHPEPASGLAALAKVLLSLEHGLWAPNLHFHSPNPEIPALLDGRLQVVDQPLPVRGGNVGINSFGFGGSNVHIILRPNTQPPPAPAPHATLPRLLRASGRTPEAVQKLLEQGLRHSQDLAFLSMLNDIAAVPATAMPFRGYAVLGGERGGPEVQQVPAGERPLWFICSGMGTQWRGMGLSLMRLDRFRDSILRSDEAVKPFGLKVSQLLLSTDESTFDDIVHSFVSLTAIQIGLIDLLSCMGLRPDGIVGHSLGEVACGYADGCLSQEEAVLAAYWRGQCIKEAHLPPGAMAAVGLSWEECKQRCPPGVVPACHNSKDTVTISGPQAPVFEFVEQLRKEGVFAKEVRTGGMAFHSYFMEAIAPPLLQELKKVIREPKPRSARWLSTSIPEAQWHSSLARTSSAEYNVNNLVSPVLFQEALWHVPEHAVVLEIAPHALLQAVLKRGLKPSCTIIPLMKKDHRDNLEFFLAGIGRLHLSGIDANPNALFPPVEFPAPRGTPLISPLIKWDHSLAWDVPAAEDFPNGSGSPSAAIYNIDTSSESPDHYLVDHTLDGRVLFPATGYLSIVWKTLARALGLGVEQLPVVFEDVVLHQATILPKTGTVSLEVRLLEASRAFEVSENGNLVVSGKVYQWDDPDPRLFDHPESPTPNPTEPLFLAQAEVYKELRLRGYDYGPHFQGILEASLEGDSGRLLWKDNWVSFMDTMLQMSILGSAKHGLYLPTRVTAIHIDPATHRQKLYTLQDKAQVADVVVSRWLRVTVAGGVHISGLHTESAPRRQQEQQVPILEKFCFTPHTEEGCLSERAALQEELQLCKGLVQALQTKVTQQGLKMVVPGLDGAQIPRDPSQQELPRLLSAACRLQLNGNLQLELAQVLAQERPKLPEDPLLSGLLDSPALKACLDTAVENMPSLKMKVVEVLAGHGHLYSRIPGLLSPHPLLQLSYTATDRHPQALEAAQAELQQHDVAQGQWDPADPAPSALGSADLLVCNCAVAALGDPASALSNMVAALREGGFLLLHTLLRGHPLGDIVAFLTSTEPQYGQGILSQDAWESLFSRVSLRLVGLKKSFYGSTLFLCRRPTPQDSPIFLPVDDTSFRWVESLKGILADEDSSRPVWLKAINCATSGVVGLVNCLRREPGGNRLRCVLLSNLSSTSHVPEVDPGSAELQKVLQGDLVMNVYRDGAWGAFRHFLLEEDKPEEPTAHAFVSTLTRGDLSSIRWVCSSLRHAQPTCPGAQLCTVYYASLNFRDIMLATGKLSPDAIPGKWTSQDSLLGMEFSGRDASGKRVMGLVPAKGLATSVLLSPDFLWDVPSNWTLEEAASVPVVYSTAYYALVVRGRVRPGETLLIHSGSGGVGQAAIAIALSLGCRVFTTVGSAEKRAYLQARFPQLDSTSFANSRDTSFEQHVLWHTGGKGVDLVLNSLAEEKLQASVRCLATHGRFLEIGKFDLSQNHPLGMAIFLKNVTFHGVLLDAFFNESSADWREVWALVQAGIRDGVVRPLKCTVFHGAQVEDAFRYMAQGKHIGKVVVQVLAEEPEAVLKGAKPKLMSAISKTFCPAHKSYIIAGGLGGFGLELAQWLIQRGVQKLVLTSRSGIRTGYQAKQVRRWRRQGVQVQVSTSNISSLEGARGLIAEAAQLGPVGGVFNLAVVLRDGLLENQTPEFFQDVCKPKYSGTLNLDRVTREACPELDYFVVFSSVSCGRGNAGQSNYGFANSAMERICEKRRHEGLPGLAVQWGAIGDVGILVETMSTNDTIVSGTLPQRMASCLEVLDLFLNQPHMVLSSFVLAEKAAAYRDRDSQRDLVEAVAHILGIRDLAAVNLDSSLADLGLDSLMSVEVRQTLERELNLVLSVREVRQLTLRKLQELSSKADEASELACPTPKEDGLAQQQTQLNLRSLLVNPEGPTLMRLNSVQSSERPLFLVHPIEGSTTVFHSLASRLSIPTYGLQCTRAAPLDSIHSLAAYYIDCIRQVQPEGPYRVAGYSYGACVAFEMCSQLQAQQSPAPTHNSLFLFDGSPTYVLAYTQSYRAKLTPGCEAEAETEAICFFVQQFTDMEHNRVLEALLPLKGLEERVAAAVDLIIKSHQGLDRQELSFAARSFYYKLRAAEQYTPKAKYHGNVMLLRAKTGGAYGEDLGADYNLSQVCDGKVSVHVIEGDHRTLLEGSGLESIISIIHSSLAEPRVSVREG
Numbers without * were called inactive; i = inactive; · = not tested or not shown.

SMILES | Neddyl block | Rin1-Abl PPI inh | MsrA inh | CSN inh | PABP1 MLLE inh | TbMetRS inhib | bovine MsrA act | E coli Lon inh | FAS TE block
O=C1N(Cc2cccc(Cl)c2)C[C@@H]2C[C@@H](c3cccc4cccnc34)N3CCC[C@@]123 | i | 0.7 | 0.6 | 15.8 | -25.3 | 0.4 | -2.3 | -18.2 | -1.6
Cc1cc(Nc2nc3ccccc3nc2Cl)n(-c2ccccc2)n1 | i | 2.6 | 1.2 | 2.5 | -5.0 | -0.1 | -2.8 | -2.4 | 7.0
CCc1ccccc1N(CC(=O)NCc1ccc(OC)cc1)C(=O)CCC(=O)Nc1ccccn1 | i | -3.8 | 0.3 | 3.2 | -5.9 | -0.4 | -1.8 | 4.7 | 3.5
C=CCOC(=O)C1=C(C)NC(=O)NC1c1cn(-c2ccccc2)nc1-c1cccs1 (stereo not drawn) | i | 0.4 | 0.9 | 2.6 | -15.3 | -0.8 | -7.3 | -3.3 | 13.3
Cc1ccc(S(=O)(=O)N2CCN(c3nc(-c4cccs4)nc4ccccc34)CC2)cc1 | i | -0.9 | -1.2 | -1.9 | 0.3 | -1.2 | -3.9 | -2.5 | 46.6
CCN(CC)CCN(C)c1ccc(N2C(=O)C3CC=CCC3C2=O)cc1[N+](=O)[O-] (stereo not drawn) | i | -3.5 | 0.0 | -2.5 | 1.9 | -0.3 | -3.9 | -3.0 | -3.4
CCOC(=O)CN1CC23C=CC(O2)C(C(=O)NC2CCCC2)C3C1=O (stereo not drawn) | i | -3.6 | 0.4 | -7.6 | -5.2 | 0.6 | -0.6 | 3.7 | -5.5
O=C(OC1CCOC1=O)C1CCN(S(=O)(=O)c2ccc(Cl)c(C(F)(F)F)c2)CC1 (stereo not drawn) | i | 1.5 | 0.3 | -0.2 | -2.9 | -0.3 | -8.3 | -3.2 | 6.2
COCCOC(=O)C1=C(C)NC(=S)NC1c1cccs1 (stereo not drawn) | i | -0.2 | 1.3 | 0.9 | -112.6 | 0.2 | -2.3 | 1.8 | -8.1
COc1ccc(N2CCN(C(=O)c3ccc(S(=O)(=O)N4CCCC4)cc3)CC2)cc1 | i | -1.2 | 0.4 | -0.3 | -4.5 | -1.0 | -9.0 | 12.9 | -0.7
O=C(CCn1c(=S)oc2ccccc21)Nc1cccc(F)c1 | i | 7.2 | 0.0 | 0.2 | -9.7 | 0.1 | -4.6 | -7.0 | -3.8
CCOC(=O)c1sc2nc(OCc3cccnc3)cc(C)c2c1N | · | · | 0.1 | 3.3 | · | -1.1 | -6.1 | -13.9 | 8.3
COc1ccc(/C(C)=N/NC(=O)CNC(=O)c2cccs2)cc1OC | i | -3.7 | 0.5 | 2.0 | -6.5 | -0.4 | -4.0 | 1.3 | -4.2
COc1cc2c(cc1OC)C(Cc1ccc(O)cc1)N(C)CC2 (stereo not drawn) | i | 0.2 | -0.8 | 1.6 | -9.9 | -0.2 | -2.4 | 1.2 | -15.8
CCOC(=O)c1cccc(NC(=O)CSc2nnc(-c3cccnc3)n2CC)c1 | i | 0.9 | -0.4 | -0.1 | -4.7 | -0.3 | -5.4 | -9.3 | 2.1
O=C(NN1C(=O)/C(=C\c2ccc(O)c([N+](=O)[O-])c2)SC1=S)c1ccccc1Cl | i | -4.9 | 4.0 | 23.0 | -157.8 | -6.8 | -5.4 | -46.0 | 1.3
Cc1cc(C)cc(NC(=O)C2CCCN(S(=O)(=O)c3ccc4[nH]c(=O)ccc4c3)C2)c1 (stereo not drawn) | i | 0.0 | 1.0 | -0.7 | 1.7 | -0.6 | -0.7 | 5.2 | 0.6
CC(=O)N1CCC(N(CCN2CCOCC2)C(=S)Nc2c(C)cccc2C)CC1 | i | 1.1 | 0.4 | -7.1 | -9.2 | -0.6 | -5.2 | -4.7 | -3.3
Cc1ccc(C(=O)NCC(=O)Nc2ccc(Cl)cc2)s1 | i | 2.0 | -0.3 | 4.7 | 21.6 | 0.3 | -2.4 | -53.9 | 0.4
O=C(O)c1ccc(NC(=S)NC(=O)c2ccc(-c3ccccc3)cc2)cc1 | i | 0.1 | -0.8 | 3.2 | 32.6 | 0.4 | -2.1 | 2.4 | 3.3
COc1ccc(OC)c(S(=O)(=O)N2Cc3ccccc3CC2C(=O)O)c1 (stereo not drawn) | i | 0.6 | 0.8 | -0.1 | 1.2 | -0.6 | -8.9 | -3.4 | -10.4
O=C1CCN(CC2CCCCC2)C=C1C(=O)c1ccccc1 | i | -2.4 | 1.3 | 4.8 | -3.8 | -0.3 | 2.0 | 5.0 | -12.9
Cc1ccc2c(c1)[C@H]1[C@H](CO2)[C@H](c2ccccc2)[C@]2(C)C(=O)N(C)CC(=O)N12 | i | 4.1 | 0.1 | 0.5 | 10.2 | 0.4 | -8.7 | 25.0 | -7.6
OCCNCCOc1ccccc1F | i | -0.1 | 1.3 | -2.9 | -14.0 | -0.4 | -1.7 | 5.3 | -11.2
COc1ccc(S(=O)(=O)n2nc(-n3c(C)ccc3C)c3c(F)cccc32)cc1OC | i | 3.1 | 1.7 | -3.2 | -8.4 | 0.7 | 2.8 | -5.4 | 33.8

Reprinted from the part before: three compounds, then new ones.
SMILES | Neddyl block | Rin1-Abl PPI inh | MsrA inh | CSN inh | PABP1 MLLE inh | TbMetRS inhib | bovine MsrA act | E coli Lon inh | FAS TE block
Cc1ccc2c(c1)[C@H]1[C@H](CO2)[C@H](c2ccccc2)[C@]2(C)C(=O)N(C)CC(=O)N12 | i | 4.1 | 0.1 | 0.5 | 10.2 | 0.4 | -8.7 | 25.0 | -7.6
OCCNCCOc1ccccc1F | i | -0.1 | 1.3 | -2.9 | -14.0 | -0.4 | -1.7 | 5.3 | -11.2
COc1ccc(S(=O)(=O)n2nc(-n3c(C)ccc3C)c3c(F)cccc32)cc1OC | i | 3.1 | 1.7 | -3.2 | -8.4 | 0.7 | 2.8 | -5.4 | 33.8
CCOC(=O)CS(=O)(=O)CC(=O)Nc1ccc([N+](=O)[O-])cc1OC | i | -2.6 | 2.4 | -5.9 | 1.5 | 0.1 | -0.5 | 6.3 | 2.4
O=C(c1ccccc1)N1CCOC12CCN(c1ncc(C(F)(F)F)cc1Cl)CC2 | i | 2.6 | -0.3 | -2.1 | -6.7 | -0.2 | -2.4 | -4.0 | 16.6
COC(=O)c1ccc(NS(=O)(=O)c2cc3c4c(c2)CCC(=O)N4CCC3)cc1 | i | 0.2 | 0.9 | 3.0 | -10.9 | -0.6 | -11.9 | -6.6 | -8.4
CC(C)CNc1ncnc2c1ncn2[C@H]1CN(Cc2ccc(-c3ccccc3)cc2)C[C@@H](CO)O1 | i | 4.0 | 0.2 | -2.5 | 6.7 | -0.2 | 0.2 | -1.5 | 4.6
C=C(C)c1cccc(C(C)(C)NC(=O)N2CCCC(C)C2)c1 (stereo not drawn) | i | -1.0 | 0.0 | -3.0 | -1.8 | -1.0 | -4.2 | -10.2 | -0.6
CCOc1cc(C(=O)N[C@@H](C)C(=O)N2CCC3(CC2)NCCc2[nH]cnc23)cc(OCC)c1OCC | i | 3.3 | -0.7 | -1.1 | -6.6 | -0.2 | -1.2 | 1.0 | -5.0
Cc1ccc(NC(=O)CN2C(=O)CSC2=O)cc1 | i | 1.1 | 0.3 | -0.9 | 3.9 | 0.0 | -0.2 | 5.2 | -10.6
CC1(CC(=O)O)SC(=O)NC1=O (stereo not drawn) | i | 2.4 | 0.7 | -3.6 | 6.7 | -1.1 | -5.9 | -2.6 | -5.8
C#Cc1ccc([C@@H]2C=C(C(=O)N3CCN(Cc4ccc5c(c4)OCO5)CC3)O[C@H](OCCCCO)C2)cc1 | i | -0.7 | -0.6 | -2.5 | 2.7 | 0.6 | -1.1 | 6.1 | 2.3
Cc1nc2ccccc2nc(=O)c1NNc1ccc([N+](=O)[O-])cc1 | i | -2.0 | 0.7 | 34.8 | -89.7 | 2.2 | -10.3 | -68.6 | -7.2
O=C(CN(Cc1ccc(Br)cc1)S(=O)(=O)c1ccccc1)NCc1cccnc1 | i | -0.7 | -0.4 | 2.4 | 2.3 | -0.2 | -3.4 | -9.2 | 4.5
Clc1ccc(OCCOCCN2CCCCC2)c(Br)c1 | i | -1.3 | 2.0 | -7.2 | 5.2 | 1.1 | -11.0 | 5.0 | -5.6
Cc1ccc(Nc2cc(=O)oc3ccccc23)c(C)c1 | i | -1.3 | 0.4 | -6.1 | 10.1 | -0.2 | -3.7 | -4.7 | 4.6
C=CCC[C@H](Cc1ccc(F)cc1)C(=O)OC[C@H](C)NC(=O)[C@@H](CC=C)CC(=O)N[C@H](CO)Cc1ccccc1 | i | 1.2 | -0.8 | -3.5 | 3.4 | -0.1 | -0.4 | -4.6 | 13.1
CC(=O)Oc1ccc(N2C(=O)C3C(C2=O)C2C=CC3C23CC3)cc1[N+](=O)[O-] (stereo not drawn) | i | 2.5 | 0.5 | 4.4 | 8.4 | -0.2 | -3.8 | 2.0 | -9.7
CSc1nsc(SC)c1C(=O)OCC(F)(F)F | i | 3.6 | 0.0 | -4.3 | 9.6 | 1.5 | -9.6 | 1.4 | 5.2
O=C(COc1ccc(S(=O)(=O)NCc2ccccc2)cc1)N1CCOCC1 | i | -6.7 | 0.1 | 2.2 | 15.6 | -0.3 | -1.8 | 10.6 | -10.3
CCCN1C(=O)/C(=C/c2ccc(C)s2)SC1=Nc1ccc(OC)cc1 | i | -2.8 | -0.6 | -4.0 | 6.2 | 0.4 | 2.1 | -1.8 | 20.5
O=C(O)C1OC(C(=O)O)C(C(=O)O)C1C(=O)O (stereo not drawn) | i | 4.7 | 0.0 | 4.8 | -0.5 | -0.2 | -3.6 | -12.5 | -7.2
CC(=O)N1CCCN(Cc2cn(-c3cccc(C)c3)nc2-c2cccc(F)c2)CC1 | i | -0.3 | 0.2 | 0.1 | 1.6 | -0.5 | -8.0 | -8.8 | 6.8
O=C1CC2(CCN(C(=O)COc3ccccc3)CC2)Oc2ccccc21 | i | -0.7 | -0.7 | 6.0 | 14.5 | -0.2 | -2.5 | -0.4 | -3.1
Cc1ccccc1N(C=O)c1ccccc1C | i | 2.0 | -1.2 | 1.9 | 3.0 | -0.2 | -1.3 | -5.9 | -5.9
O=c1ccc2cc(S(=O)(=O)N3CCN(c4ccccc4F)CC3)ccc2[nH]1 | i | 1.0 | 0.3 | -4.4 | -1.6 | 0.0 | 0.7 | -3.6 | -3.2
O=C(O)CCc1ccc(-c2ccccc2)n1NC(=O)c1cccs1 | i | 2.0 | 0.3 | -11.9 | -15.2 | -1.2 | -10.9 | 1.1 | 0.0
CCCN(CCC(=O)Nc1cc(OC)cc(OC)c1)CC1CC1 | i | 4.1 | 1.9 | 2.7 | -14.7 | -0.9 | -2.8 | -5.2 | -7.8
COc1ccc2c(c1)c(/C=N/Nc1nc3ccccc3[nH]1)c(C)n2C | i | -0.9 | 0.8 | 1.0 | -63.9 | 7.1* | -1.2 | 9.4 | -22.2
Cc1ccc(S(=O)(=O)CCc2nc3ccccc3[nH]2)cc1C | i | 2.5 | -0.1 | 0.4 | -7.2 | 0.4 | -1.6 | 1.2 | 2.2

Entries listed so far that contain an aryl thioether with sulfur outside any ring (two):
SMILES | Neddyl block | Rin1-Abl PPI inh | MsrA inh | CSN inh | PABP1 MLLE inh | TbMetRS inhib | bovine MsrA act | E coli Lon inh | FAS TE block
CCOC(=O)c1cccc(NC(=O)CSc2nnc(-c3cccnc3)n2CC)c1 | i | 0.9 | -0.4 | -0.1 | -4.7 | -0.3 | -5.4 | -9.3 | 2.1
CSc1nsc(SC)c1C(=O)OCC(F)(F)F | i | 3.6 | 0.0 | -4.3 | 9.6 | 1.5 | -9.6 | 1.4 | 5.2

Screens: PubChem, several laboratories
